High-throughput results (PubChem)
NOD2 RIPK2 PPI – NOD2-RIPK2 binding disruptors in cells, primary screen, fluorescence, CHO cells, BLA complementation; inhibition, % at 4.98 µM; Receptor-interacting serine/threonine-protein kinase 2 (Homo sapiens), O43353; CCF4 ratio; 360,000 tested, 0.38% active; AID 624267, 2012; in the data active = inhibition above about 21%;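 also: 0% = vehicle only and 100% = reference blocker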
TWEAK-Fn14 inh – inhibitors of TWEAK-Fn14 signaling, primary screen, luciferase reporter cells, uHTS | TWEAK-stimulated Fn14 reporter cells, luciferase luminescence, 8 h | inhibition, % at 10 µM | 360,000 tested, 2% active; in the data active = inhibition above about 50%
NCOA1 inh – SRC1 coactivator transcriptional activity inhibitors, primary screen, cell-based, luminescence; 360,000 tested, 0.12% active; Nuclear receptor coactivator 1 (Homo sapiens), Q15788; HEK293 GAL4-SRC1 luciferase reporter; inhibition, % at 3.6 µM;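 active = inhibition above the campaign mean plus 3 SD, with each screening campaign given its own cutoff, cut at about 60% in these data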;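 also: 0% = DMSO treated cells and 100% = gossypol at 36 µM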
TLR9-MyD88 block – inhibitors of TLR9-MyD88 association in cells, primary screen, cell-based, CHO, BLA complementation, fluorescence | Toll-like receptor 9 (Homo sapiens) + Myeloid differentiation primary response protein … | CCF4 FRET ratio | inhibition, % at 4.98 µM | 340,000 tested, 0.21% active | AID 504734, 2011;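 active = inhibition above the mean over all tested compounds plus 3 SD, cut at about 21% in these data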;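 also: 0% = DMSO only wells and 100% = clavulanate BLA inhibitor control wells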
NCOA3 inh – SRC3 coactivator transcriptional activity inhibitors, primary screen, cell-based, luminescence | inhibition, % at 3.6 µM | 360,000 tested, 0.17% active | HEK293 GAL4-SRC3 luciferase reporter | AID 588352, 2011;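 active = inhibition above a per-campaign cutoff, the mean of all compounds plus 3 SD, cut at about 60% in these data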;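 also: 0% = DMSO-treated cells and 100% = gossypol-treated cells at 36 µM; higher means less SRC3-driven luciferase light from the GAL4 reporter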
Target sequence (Q9Y6Q9 whole entry, looked up, the tested form may be a part): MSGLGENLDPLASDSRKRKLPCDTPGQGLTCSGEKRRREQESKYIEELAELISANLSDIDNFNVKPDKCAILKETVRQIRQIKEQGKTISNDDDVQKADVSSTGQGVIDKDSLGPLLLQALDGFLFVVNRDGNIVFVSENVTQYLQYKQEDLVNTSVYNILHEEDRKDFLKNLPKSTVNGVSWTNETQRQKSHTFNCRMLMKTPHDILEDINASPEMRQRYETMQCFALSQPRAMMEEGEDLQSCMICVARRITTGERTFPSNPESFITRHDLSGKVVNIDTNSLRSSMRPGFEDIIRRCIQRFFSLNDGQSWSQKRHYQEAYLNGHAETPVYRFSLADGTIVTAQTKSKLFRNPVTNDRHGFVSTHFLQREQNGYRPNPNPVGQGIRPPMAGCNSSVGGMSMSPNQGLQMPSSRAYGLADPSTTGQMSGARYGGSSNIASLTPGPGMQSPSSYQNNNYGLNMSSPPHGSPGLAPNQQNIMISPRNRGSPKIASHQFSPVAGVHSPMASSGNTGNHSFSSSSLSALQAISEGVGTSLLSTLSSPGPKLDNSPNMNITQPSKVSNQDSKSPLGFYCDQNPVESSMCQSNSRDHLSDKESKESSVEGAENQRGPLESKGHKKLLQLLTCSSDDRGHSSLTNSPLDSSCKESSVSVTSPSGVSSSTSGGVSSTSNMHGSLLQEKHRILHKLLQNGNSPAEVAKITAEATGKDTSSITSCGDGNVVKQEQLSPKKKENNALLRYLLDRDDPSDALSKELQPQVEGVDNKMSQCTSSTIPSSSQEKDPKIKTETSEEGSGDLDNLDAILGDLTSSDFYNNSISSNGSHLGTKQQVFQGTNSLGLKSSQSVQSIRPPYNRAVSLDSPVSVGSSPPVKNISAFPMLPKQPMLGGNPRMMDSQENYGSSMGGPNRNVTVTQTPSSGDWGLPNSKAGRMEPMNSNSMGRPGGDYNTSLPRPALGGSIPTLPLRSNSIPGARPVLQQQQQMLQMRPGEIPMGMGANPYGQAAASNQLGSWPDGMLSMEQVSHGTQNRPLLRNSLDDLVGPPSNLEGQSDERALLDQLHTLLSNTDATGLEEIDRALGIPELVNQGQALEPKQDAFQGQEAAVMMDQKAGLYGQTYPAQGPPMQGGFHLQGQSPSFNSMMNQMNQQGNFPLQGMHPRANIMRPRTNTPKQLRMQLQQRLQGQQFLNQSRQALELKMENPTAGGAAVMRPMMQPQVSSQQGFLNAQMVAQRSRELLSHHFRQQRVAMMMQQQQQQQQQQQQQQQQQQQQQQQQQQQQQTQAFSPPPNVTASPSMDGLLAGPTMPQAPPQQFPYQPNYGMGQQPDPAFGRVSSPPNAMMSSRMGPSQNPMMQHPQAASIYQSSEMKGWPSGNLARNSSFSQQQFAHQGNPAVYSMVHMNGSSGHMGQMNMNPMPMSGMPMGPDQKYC
C8 TRAIL sens – viability loss with TRAIL in NB7+C8 cells, primary screen, TRAIL sensitizer project, cell-based, ATPlite luminescence | AID 624354, 2012 | inhibition (viability loss, TRAIL sensitization), % at 10 µM | 360,000 tested, 1% active;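 active = compounds causing at least 50% loss of cell viability in the single-dose screen, relative to plate controls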
TROY signal inh – inhibitors of TROY-driven NF-kB signaling, primary screen, Q293 LMP1-TROYcd cells, NF-kB luciferase, uHTS | inhibition, % at 10 µM | 360,000 tested, 0.98% active | Q293 LMP1-TROYcd NF-kB luciferase reporter, 4 h | AID 1347056, 2019;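 active = compounds whose plate-normalised and pattern-corrected inhibition of the luciferase reporter signal at the single screening dose is 50% or more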
LRH-1 inv ag – LRH-1 (NR5A2) inverse agonists, primary screen, cell-based, luminescence, HEK293T, StAR-luciferase reporter; Nuclear receptor subfamily 5 group A member 2 (Homo sapiens), O00482; inhibition, % at 3.6 µM; 360,000 tested, 0.13% active; AID 602396, 2012; LRH-1 transfected, 24 h;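 active = inhibition above the mean inhibition of all tested compounds plus 3 SD, cut at about 73% in these data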;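 also: 0% = DMSO wells and 100% = reporter-only cells lacking LRH-1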
SRC2 inh – inhibition of GAL4-SRC2 driven luciferase reporter, primary screen, SRC2 inhibitor project, cell-based, luminescence. HEK293 GAL4-SRC2 luciferase reporter. inhibition, % at 9 µM. 370,000 tested, 0.17% active. Nuclear receptor coactivator 2 (Homo sapiens), Q15596;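 active = inhibition above the mean inhibition of all tested compounds plus 3 SD, set per campaign, cut at about 52% in these data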;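 also: 0% = DMSO treated cells and 100% = cells given Gossypol at 36 µM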
NR2F2 inh – NR2F2 transcriptional activity inhibitors, primary screen, cell-based, luciferase reporter, HEK293T, luminescence. 370,000 tested, 0.7% active. COUP transcription factor 2 (Homo sapiens), P24468. inhibition, % at 8.6 µM. HEK293T NGFI-A luciferase reporter;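 active = inhibition above a per-plate cutoff, mean inhibition of test wells between control levels plus 3 SD, cut at about 38% in these data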;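 also: cells cotransfected with COUP-TFII expression vector driving the NGFI-A reporter; 0% = median of COUP-TF2 test wells and 100% = reporter-only cells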
LMP1 NFkB inh – EBV LMP1-driven NF-kappaB luciferase reporter inhibitors, primary screen, cell-based, luminescence, single point; 350,000 tested, 0.69% active; inhibition, % at 12.5 µM; LMP1-induced NF-kappaB luciferase reporter cells; AID 504558, 2011; in the data active = inhibition above about 41%;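 also: 0% = neutral control wells and 100% = reference inhibitor control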
* hit, by the source's call; · = not tested or not shown. Only part of the results is shown, so the mix of outcomes need not match the whole.

Every second line gives: NCOA3 inh	TLR9-MyD88 block	LRH-1 inv ag	TWEAK-Fn14 inh	NOD2 RIPK2 PPI	TROY signal inh	NR2F2 inh	LMP1 NFkB inh	C8 TRAIL sens	SRC2 inh	NCOA1 inh
1	O=C(CN1CCN(Cc2ccc(Cl)cc2)C1=O)NCCCN1CCOCC1
→ 31.4	-2.3	14.1	12.6	-3.3	2.9	3.5	-0.8	11.6	-5.4	35.2
2	COc1cc(-c2[nH]nc3c2C(c2ccoc2)C(C#N)=C(N)O3)cc(OC)c1OC (configuration not stated)
→ -2.2	-3.6	15.9	23.7	-0.1	-8.0	-11.9	6.3	7.1	-9.4	-8.7
3	Cc1cc(C)n2nc(S(=O)(=O)Nc3c(Cl)cccc3Cl)nc2n1
→ -14.4	-8.9	1.7	-10.6	-6.8	4.0	-15.1	2.1	-5.3	-30.9	3.8
4	COc1ccccc1CN(Cc1cc2cc(C)ccc2[nH]c1=O)Cc1nnnn1Cc1ccco1
→ -2.9	0.5	2.8	-1.5	5.8	-14.3	7.5	-10.9	-11.4	-8.6	-20.5
5	O=C(Cn1cnc2cc([N+](=O)[O-])ccc2c1=O)NCc1ccc(Cl)cc1
→ 14.4	-1.4	-3.1	-16.5	0.3	-9.2	-5.4	1.4	-2.3	-5.9	3.2
6	CN(C)c1ccc(/C=C2\C(=N)N3N=C(CC(=O)N4CCCCC4)SC3=NC2=O)cc1
→ -13.3	13.9	-11.9	-22.6	3.8	-2.4	8.6	-4.0	1.7	-7.1	-19.9
7	COc1ccccc1Nc1nc2nonc2[nH]c1=O
→ 5.3	-1.7	24.5	0.2	-9.3	-6.9	9.9	1.7	2.5	-0.8	-14.0
8	O=C(COC(=O)COc1ccc(Cl)cc1Cl)Nc1cccnc1Cl
→ 10.6	-6.1	-0.4	-1.9	-2.9	1.2	-4.9	2.0	-1.1	12.3	2.6
9	CC(C)c1onc(C(=O)N2CCN(c3ccccc3)CC2)c1[N+](=O)[O-]
→ -20.5	15.2	-26.3	0.7	-8.8	-4.2	-22.5	2.3	9.8	-26.0	-15.4
10	O=C(Cc1cccc(NC(=O)C2CCCN(C(=O)CCc3ccccc3)C2)c1)Nc1ccc(C(=O)N2CCOCC2)cc1 (configuration not stated)
→ -9.6	1.6	-2.1	-8.1	-3.0	0.6	-4.8	-4.3	2.3	-11.8	-29.6
11	COc1ccc(NC(=O)CSc2nnc(-c3ccncc3)n2CC2CCCO2)c(OC)c1 (configuration not stated)
→ 16.1	5.9	18.4	1.1	3.9	0.5	10.9	-0.6	-1.3	-6.5	-5.0
12	CCOC(=O)C1=C(C)N(C[C@@H]2CC[C@@H](Cc3ccc(-c4ccccc4)cc3)O2)C(=O)NC1c1ccc(C(F)(F)F)cc1 (some centres not stated)
→ -0.3	-0.8	-4.1	7.2	1.2	-10.2	5.0	-6.5	2.9	10.4	-7.6
13	CCOc1ccccc1Oc1nc(-c2ccccc2O)nc2ccccc12
→ 8.2	6.7	7.9	9.4	-5.7	-7.9	-6.1	8.7	3.2	14.5	1.5
14	Cc1ccc(CNC(=O)CN2C(=O)CSc3ccc(S(=O)(=O)N4CCCCC4)cc32)cc1
→ 15.5	5.2	5.6	-7.4	0.9	0.8	6.7	-3.1	-8.3	1.3	-26.0
15	Cc1ccc(C2Nc3ccccc3-c3nc4ccccc4n32)o1 (configuration not stated)
→ -34.5	-10.0	-47.1	5.8	-7.6	-61.8	-20.6	-18.6	11.9	-69.4	-49.0
16	CCOC(=O)Cc1csc(NC(=O)COc2cc(C)cc(C)c2)n1
→ -11.3	-0.1	-8.3	-9.1	-2.2	-14.6	-7.1	3.6	0.6	-8.7	-5.4
17	C[C@@H](C(=O)OCC(=O)Nc1cc(S(=O)(=O)N2CCOCC2)ccc1Cl)N1C(=O)C2CCCCC2C1=O (some centres not stated)
→ 15.0	0.3	-3.6	-16.7	1.6	-1.0	-1.4	-7.6	-0.1	-25.4	4.3
18	CCCCCCCCC(=O)N1CCN(c2cc3c(cc2F)c(=O)c(C(=O)O)cn3CC)CC1
→ -9.9	4.0	10.6	-20.1	7.9	3.3	13.3	-3.1	23.5	12.6	-14.3
19	O=C(CN(C(=O)CCC(=O)Nc1nccs1)c1ccc(F)c(Cl)c1)NCC1CCCO1 (configuration not stated)
→ 3.7	3.1	-11.1	-21.9	4.1	-19.6	-9.1	-1.5	1.7	-9.1	2.2
20	CCc1nc2ccc(C(=O)N(C)Cc3ccco3)cn2c1N(C)CCCc1ccccc1
→ -8.3	·	-2.2	1.5	3.5	8.1	16.5	·	1.7	5.8	3.1
21	O=C(NCCN1CCOCC1)c1cccnc1SCc1ccccc1Cl
→ 10.8	-3.7	11.7	-3.0	-7.0	4.8	9.1	5.9	-6.2	-31.6	-13.6
22	Cc1ccc2nc(Cl)c(/C=N/NC(=O)[C@H]3C[C@@H]3c3ccccc3)cc2c1
→ 11.8	1.6	13.7	-15.2	-11.7	11.2	5.2	-7.1	-0.9	7.1	-4.8
23	CCOC(=O)N1CCN(C(=O)CS(=O)(=O)c2cn(Cc3ccccc3Cl)c3ccccc23)CC1
→ -15.7	-3.0	-29.8	13.3	9.8	10.0	4.5	12.3	-15.4	-4.7	-4.0
24	O=C(CNS(=O)(=O)c1ccc2ccccc2c1)NCCc1ccccn1
→ -4.2	8.7	-12.3	2.3	-2.4	16.4	-1.6	4.8	-25.1	1.3	-11.6
25	COc1ccc(N2C(=O)CC(N(CCc3ccc(OC)c(OC)c3)C(=S)Nc3ccccc3)C2=O)cc1 (configuration not stated)
→ 4.5	-6.4	9.3	7.3	6.6	-2.5	-7.8	9.5	-5.6	5.7	11.9
26	COc1ccc(OC)c(-c2cc(C(=O)O)c3cc4ccccc4cc3n2)c1
→ -11.2	1.4	8.5	12.8	-2.2	5.9	2.7	-5.2	-1.2	0.7	-6.0
27	CN1CCN(C(=S)c2ccc(OCC(=O)Nc3cccc(C(F)(F)F)c3)cc2)CC1
→ 22.0	2.6	10.5	9.0	-7.1	20.9	3.2	14.2	4.8	23.7	4.3
28	O=C(N/N=C/c1cccc(Br)c1)c1ccc(Br)cc1
→ -5.2	-3.6	-30.7	5.7	-5.8	4.4	-15.3	-14.8	2.9	-36.3	-4.4
29	Cc1ccc(Cn2c(-c3nonc3N)nc3ccccc32)cc1
→ -35.7	-2.9	-22.1	6.1	2.7	-21.2	1.4	-10.0	12.8	-22.2	0.6
30	CCOC(=O)c1c(-c2ccccc2)nnn1-c1nc(OCC)nc(N2CCCCC2)n1
→ 36.7	-1.0	5.5	52.5*	3.3	9.9	10.2	12.6	0.5	-12.7	15.8

More structures
Every second line gives: NCOA3 inh	TLR9-MyD88 block	LRH-1 inv ag	TWEAK-Fn14 inh	NOD2 RIPK2 PPI	TROY signal inh	NR2F2 inh	LMP1 NFkB inh	C8 TRAIL sens	SRC2 inh	NCOA1 inh
31	c1ccc(C[C@H]2CN=C(Nc3ccccc3)N2CCCC2CCCC2)cc1
→ 11.0	0.5	-9.1	-28.4	-12.3	11.2	·	-1.4	21.7	·	2.2
32	Cc1ccccc1S(=O)(=O)NC(=O)C1(C)CCN1C(=O)CCc1cccs1 (configuration not stated)
→ 4.4	·	-4.9	4.2	-6.6	8.4	9.0	·	1.6	-10.5	-5.3
33	COCCNc1nc(NCc2cc(-c3ccc(OC)cc3)no2)c2sccc2n1
→ 2.4	·	12.1	34.1	-0.6	15.6	24.4	·	10.1	12.3	6.6
34	COc1ccc(S(=O)(=O)N2CC3CCCN3c3ccc(C(F)(F)F)cc32)cc1 (configuration not stated)
→ -3.8	-10.1	11.0	15.1	-7.5	-5.5	-6.4	-2.7	-2.5	10.0	3.1
35	O=C1CC(N2CCN(c3ccc(Cl)cc3)CC2)C(=O)N1c1ccccc1 (configuration not stated)
→ -4.8	5.4	1.9	4.2	-7.8	-21.2	3.0	-7.1	-7.7	4.9	4.0
36	CC(C)(C)CC(C)(C)c1ccc(OCC(=O)N/N=C/c2ccc(S(=O)(=O)O)o2)cc1
→ 18.4	-13.7	7.3	-5.3	1.3	-1.5	-0.8	-2.1	-7.7	-14.7	-4.4
37	CSc1nc2c(c(=O)[nH]c(=O)n2C)n1CCCc1ccccc1
→ -0.5	4.8	-8.1	4.0	3.4	1.1	0.9	3.0	-2.3	-22.5	-9.1
38	N#C/C(=C\c1ccc[nH]1)Sc1nc2ccccc2s1
→ -9.3	-11.2	-11.0	-5.7	8.1	2.7	-10.3	-9.6	8.0	-27.5	-2.4
39	NC(=O)c1nsc(C(=O)N(c2cccc(F)c2)C(C(=O)NCC2CCCO2)c2cccs2)c1N (configuration not stated)
→ 17.1	1.7	4.0	4.4	-4.4	-19.4	23.4	-15.0	-0.5	-22.9	6.4
40	Cc1cnc(NC(=O)CSc2nnc(CNc3ccc(F)cc3)n2CC2CCCO2)s1 (configuration not stated)
→ -4.4	0.8	8.9	4.9	5.8	-13.9	4.4	-33.6	-7.2	-3.7	11.5
41	O=C(Nc1cccc(S(=O)(=O)NC2=NCCCCC2)c1)c1cc(-c2ccncc2)nc2ccccc12
→ -8.7	-1.6	22.6	8.1	-4.4	15.8	12.6	5.3	-7.2	16.0	-27.0

TWEAK-Fn14 inh: entries above that show a hit.
#	Compound	NCOA3 inh	TLR9-MyD88 block	LRH-1 inv ag	TWEAK-Fn14 inh	NOD2 RIPK2 PPI	NR2F2 inh	LMP1 NFkB inh	SRC2 inh	NCOA1 inh
30	CCOC(=O)c1c(-c2ccccc2)nnn1-c1nc(OCC)nc(N2CCCCC2)n1	36.7	-1.0	5.5	52.5*	3.3	10.2	12.6	-12.7	15.8
